hcGAS inh: blocks human cGAS activity; Q8N884; recombinant h-cGAS, ATP depletion, Kinase-Glo luminescence; inhibition, % at 12.5 µM; actives 0.081% (n = 290,000); AID 1259398;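 also: 0% = vehicle reaction and 100% = reaction without DNA for no activity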
Target sequence (Q8N884 whole entry, looked up): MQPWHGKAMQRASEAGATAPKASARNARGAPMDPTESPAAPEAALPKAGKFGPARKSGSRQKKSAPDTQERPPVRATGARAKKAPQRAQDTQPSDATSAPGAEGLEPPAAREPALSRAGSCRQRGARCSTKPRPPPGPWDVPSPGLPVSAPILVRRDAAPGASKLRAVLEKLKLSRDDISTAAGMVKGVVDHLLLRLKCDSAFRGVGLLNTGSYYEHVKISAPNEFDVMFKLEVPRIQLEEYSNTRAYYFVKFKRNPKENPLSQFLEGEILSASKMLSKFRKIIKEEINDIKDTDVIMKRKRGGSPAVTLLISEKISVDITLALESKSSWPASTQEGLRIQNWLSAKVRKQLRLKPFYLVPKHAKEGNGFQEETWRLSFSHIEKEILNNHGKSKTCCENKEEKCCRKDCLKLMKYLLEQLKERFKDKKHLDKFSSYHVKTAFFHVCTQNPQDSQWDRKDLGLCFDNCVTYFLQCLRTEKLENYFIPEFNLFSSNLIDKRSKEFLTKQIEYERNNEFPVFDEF
NPYLR7 ag: activates Aedes aegypti NPYLR7 receptor; activation, % at 10 µM; HEK293T NPYLR7/Galpha15, GCaMP6s calcium fluorescence; actives 0.15% (n = 270,000); in the data active = activation above about 40%;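 also: 0% = vehicle and 100% = reference agonist at the receptor; some compounds past the cut are filed as inactive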
mcGAS inh: mouse cGAS inhibition by luminescence; Q8C6L5; recombinant cGAS, Kinase-Glo ATP depletion luminescence; inhibition, % at 12.5 µM; actives 0.15% (n = 160,000); AID 1259399;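 also: 0% = negative control wells and 100% = reference inhibitor with no enzyme activity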
Starred values were filed as active, the others as inactive; nt = no result given; & = joins results of further samples. Rule as the data show it, unless noted: active = inhibition above about 40%; inactive = the rest.

The line under a structure holds: hcGAS inh	NPYLR7 ag	mcGAS inh
> CS(=O)(=O)N1CCCC(C(=O)N2CCOCC2)C1 (stereo not given)
→ -4	5	nt
> CCOC(=O)c1c(SC(C)C(=O)OCC)nc(=O)[nH]c1C (stereo not given)
→ 1	-6	-2
> CCS(=O)(=O)c1ncc(CN(C)C(C)c2ccccc2OC)n1Cc1ccccc1 (stereo not given)
→ -1	-10	nt
> CCC1CCCCC1NS(=O)(=O)CCN(C)S(=O)(=O)c1ccc(F)cc1 (stereo not given)
→ -1	-1	3
> C#CCN(c1nccs1)S(=O)(=O)c1ccc(C)c(C)c1
→ -5	-1	nt
> CC(C)[C@H](NC(=O)OCc1ccccc1)C(=O)N[C@H](C=O)Cc1ccccc1
→ 4	-2	1
> COc1cccc(OC)c1OCc1nc(CN(CC(C)C)C(=O)C2CCCC2)cs1
→ -5	17	-5
> Cc1ccsc1CN(Cc1ccc(F)cc1)C(=O)CN(CCN1CCCC1)C(=O)Nc1cccc(C(F)(F)F)c1
→ -4	0	-5
> CCn1c(CC2CCN(Cc3ccc4occc4c3)CC2)nn(C)c1=O
→ -6	6	-19
> CCCCOc1ccc(-c2nc(-c3ccccc3Cl)no2)cc1
→ -1	-8	-6
> Cc1cc(C)n2nc(C(=O)O)cc2n1
→ 0	-3	nt
> CC1CCCN(C(c2cccc(F)c2)C2Sc3ncnn3C2=O)C1 (stereo not given)
→ -6	2	-6
> Cc1ccc(CN(Cc2ccccc2)C(=O)CN(CC2CCCO2)C(=O)Nc2ccc(Cl)cc2Cl)s1 (stereo not given)
→ -8	11	-6
> CC1CNC(=O)CCN1Cc1ccc(S(C)(=O)=O)cc1 (stereo not given)
→ -8	16	nt
> COCC1(NC(=O)CCc2cnn(C)c2)CCCC1
→ 3	nt	0
> CCOC(=O)c1c(NC(=O)c2cc3nc(-c4ccco4)cc(C(F)(F)F)n3n2)sc(C)c1C
→ -5	-5	-5
> CC(N=c1ccccn1C(=O)Nc1ccc(Cl)cc1)c1ccco1 (stereo not given)
→ -7	-4	-8
> COc1ccc(CNC2CCN(Cc3ccc(OC)c(F)c3)CC2)cc1O
→ 4	-6	0
> O=C(Nc1c(-c2ccc(Cl)cc2)nc2ccccn12)C(Cl)Cl
→ -6	6	-11
> O=C(c1ccc(N2CCSCC2)nc1)N1CCCN(c2ncccn2)CC1
→ -4	1	nt
> Cc1ccc(S(=O)(=O)NCCOc2ccc(-c3ccco3)nn2)cc1
→ -9	-5	-4
> Cn1cccc1C=C1SC(=O)N(CC(=O)N2CCCCCC2)C1=O
→ -1	-3	nt
> CCS(=O)(=O)Nc1cccc(N2CCC(N[C@H](C(=O)OC)c3ccccc3)CC2)c1
→ -3	20	nt
> O=C(Cn1cc(-c2nnc(-c3ccco3)o2)c2ccccc21)N1CCOCC1
→ 3	3	-2
> COCCCn1c(C)cnc1CC1CCNCC1
→ -12	nt	-6
> COc1cc(OC)cc(C(=O)Nc2ccccc2C2SCC(=O)N2c2ccc(C)cc2)c1 (stereo not given)
→ -11	nt	-8
> O=C(C1CCCN1S(=O)(=O)c1cccs1)N1CCN(c2nc3c(F)cccc3s2)CC1 (stereo not given)
→ -3	2	-8
> COc1cccc(C(c2ccccn2)N(C)C(=O)C2CCN(CCCOc3ccccc3)CC2)c1 (stereo not given)
→ -5	10	-3
> Cc1cc(OCC(=O)Nc2ccc(C)c(C)c2)nc(N2CCCC(C)C2)n1 (stereo not given)
→ -7	-8	-5
> CC(=O)Nc1cccc(NC(=O)c2cn(C)c3c(=O)n(-c4ccc(C)cc4)c(=O)[nH]c23)c1
→ -2	7	nt
> CCC1=NOC(c2nc3sc(C(C)(C)C)cc3c(=O)[nH]2)C1 (stereo not given)
→ -10	-22	nt
> C=CC[C@@H]1CC=C[C@@H](C)N1C(=O)Cn1[nH]c(=O)ccc1=O
→ -8	8	nt
> CCCOCCCNC(=O)c1c(C)noc1-c1cc(OC)cc(OC)c1
→ -8	4	-7
> CC1(C(=O)NS(=O)(=O)c2ccc3ccccc3c2)CCN1C(=O)c1cccc(F)c1 (stereo not given)
→ -6	2	nt
> Cc1cc(Cl)ccc1N1C(=O)/C(=C\C2CCCN2C(=O)OC(C)(C)C)N(C)C1=S (stereo not given)
→ 0	-7	-5
> C=CCNc1nc(-c2sc(NC(C)=O)nc2C)cs1
→ 1	1	nt
> COCCn1ccnc1-c1cc(CN2CCCCC2)cs1
→ -3	2	nt
> CCc1noc(Cn2ncc(Cl)c2C)n1
→ -13	18	nt
> Cc1ccccc1-n1c(SCC(=O)N2CCCC2)nnc1-c1ccc(F)cc1
→ -7	6	-5
> CC(c1ccc(F)c(F)c1)N(C)C(=O)CCNC(=O)c1cccs1 (stereo not given)
→ -7	6	nt
> COc1ccc(CC(=O)Nc2cccc(N3CCCS3(=O)=O)c2)cc1OC
→ -3	-3	nt
> CSC(=O)NC12CC3CC(C1)CC(c1n[nH]c(CCc4ccccc4)n1)(C3)C2
→ -13	1	nt
> CCCCCC(=O)Nc1c(-c2ccc(F)c(F)c2)nc2ccccn12
→ -6	-9	-7
> CCc1cc2c(cc3c(=O)[nH]nc(CC)n32)s1
→ 4	-2	0
> Cc1ccc(N=Nc2cc(C)ccc2NC(=O)C2CC2)cc1
→ -10	-1	nt
> COC(=O)C(C)(C)NC(=O)c1cnn(C)c1C
→ -1	1	nt
> O=C1NC(=S)N/C1=C/c1ccc(C(F)(F)F)cc1
→ -3	-8	-1
> O=C(NNC(=CC(=O)c1cccs1)C(F)(F)F)c1cccc(Br)c1
→ 1	8	nt
> Fc1cccc(C2(c3nc(Cc4ccccc4)no3)CCOCC2)c1
→ -4	-6	-12
> Cc1cccc(C)c1OCC(O)CN1CCCN(S(=O)(=O)c2ccc(F)cc2)CC1 (stereo not given)
→ -6	-4	-15

Next part.
The line under a structure holds: hcGAS inh	NPYLR7 ag	mcGAS inh
> COc1cccc(F)c1-c1ccc(C(C)NC(C)=O)cc1 (stereo not given)
→ -4	0	-16
> Cc1ccc(S(=O)(=O)CCc2ccncc2)cc1
→ -8	13	nt
> Cc1ccccc1C1(O)CCN(C(=O)CSc2nnc(N)s2)C1 (stereo not given)
→ -7	0	nt
> COc1ccc(C(=O)N(CC(=O)N2CCc3sccc3C2COc2ccc(Cl)c(C)c2)C(C)C)cc1 (stereo not given)
→ -7	17	-6
> COc1ccccc1NC(=O)C1=C(C)NC(=O)NC1c1ccccc1F (stereo not given)
→ -12	-5	-4
> COc1ccc(CCNC(=O)c2ccccc2N2CCC(NC(=O)Cc3cccs3)CC2)cc1
→ -6	17	-5
> O=S(=O)(Nc1cccc(S(=O)(=O)N2CCOCC2)c1)c1cccc(C(F)(F)F)c1
→ -6	-2	-9
> COc1ccc(-c2cccc(-c3ccc(NC(=O)C4=COc5ccc(Cl)cc5C4)cc3)n2)cc1
→ 2	7	1
> CN(CCc1nc2ccc(Cl)cc2[nH]1)Cc1nc(-c2ccc3c(c2)OCO3)no1
→ -10	4	-10
> COc1ccc(CN2CCNC(=O)C2CC(=O)N2CCc3c([nH]c4ccccc34)C2)cc1C (stereo not given)
→ -6	nt	-6
> O=C(CCCc1nnc2c(=O)n(-c3ccc(Cl)cc3)ccn12)N1CCN(c2ccc(F)cc2)CC1
→ -8	0	-10
> Cc1nc(C)c(Cc2cccc(C(F)(F)F)c2)c(N2CCN(C(=O)COCc3ccccc3)CC2)n1
→ 0	-23	1
> CCCCCN(CC(=O)Nc1cc(-c2ccccc2)nn1-c1ccc(F)cc1)C(=O)c1cccc(Br)c1
→ -10	-1	-5
> COc1ccc(NC(=O)C2COc3ccccc32)c(C)n1 (stereo not given)
→ 3	8	3
> CCN(C(=O)c1cccc(NC(=O)C2CCOC2)c1)c1ccccc1 (stereo not given)
→ -6	0	-18
> CC(=O)Nc1ccc(-n2c(CCC(=O)N3CCCN(C=O)CC3)ccc2-c2ccc(F)cc2)cc1
→ -2	-2	-7
> CN1CCN([C@@H]2[C@H](O)[C@H](CO)O[C@@H]2CNC(=O)N2CCOCC2)CC1
→ -4	-8	-4
> COCCN(Cc1cc(NC(=O)NC(C)(C)C)ccc1N(C)C)C(=O)CC(C)(C)C
→ -6	9	-9
> CCc1nc(-c2c(-c3ccccc3)ncn2Cc2cnc(C)cn2)c(C)[nH]1
→ 1	6	nt
> CC1CCCN(CC(C)NC(=O)/C=C/c2cc3ccccc3o2)C1 (stereo not given)
→ -7	-1	nt
> Cc1cc(N2CCCCC2C)nc(SCc2cccc(C(=O)NCc3ccco3)c2)n1 (stereo not given)
→ -3	1	-6
> COc1ccc(S(=O)(=O)Oc2ccccc2CN(Cc2ccc(F)cc2)C(C)=O)cc1
→ 5	-12	-2
> Clc1ccc(-c2cc(C3(CNc4ccc5c(c4)OCO5)CC3)ccn2)cc1
→ -7	14	-7
> O=S(=O)(c1ccc(NC(=S)NC2CC2)cc1)N1CCOCC1
→ -9	2	nt
> Cc1ccccc1OCc1nc(C(=O)NC2CC2)cs1
→ 3	1	0
> COc1cn(CC(=O)N2CCN(c3ccccc3)CC2)c(CO)cc1=O
→ -12	1	-7
> COc1ccc(C(=O)N(C)c2nnc(C34CC5CC(CC(C5)C3)C4)s2)c(OC)c1
→ -3	0	-9
> CC(C)(C#N)C(C)(C)c1nn[nH]n1
→ -5	nt	-3
> COc1ccc(/C=C2/C(=O)N(c3ccc([N+](=O)[O-])cc3)N=C2N2CCOCC2)cc1
→ -9	6	-9
> N#CC1(NC(=O)c2ccc(-c3nc(C4CC4)no3)cc2)CCSC1 (stereo not given)
→ -5	4	nt

Structural class, those above containing two or more sulfur atoms
The line under a structure holds: hcGAS inh	NPYLR7 ag	mcGAS inh
> CCC1CCCCC1NS(=O)(=O)CCN(C)S(=O)(=O)c1ccc(F)cc1 (stereo not given)
→ -1	-1	3
> C#CCN(c1nccs1)S(=O)(=O)c1ccc(C)c(C)c1
→ -5	-1	nt
> O=C(C1CCCN1S(=O)(=O)c1cccs1)N1CCN(c2nc3c(F)cccc3s2)CC1 (stereo not given)
→ -3	2	-8
> C=CCNc1nc(-c2sc(NC(C)=O)nc2C)cs1
→ 1	1	nt
> Cc1ccccc1C1(O)CCN(C(=O)CSc2nnc(N)s2)C1 (stereo not given)
→ -7	0	nt
> O=S(=O)(Nc1cccc(S(=O)(=O)N2CCOCC2)c1)c1cccc(C(F)(F)F)c1
→ -6	-2	-9
> O=S(=O)(c1ccc(NC(=S)NC2CC2)cc1)N1CCOCC1
→ -9	2	nt

Continuation:
SMILES | hcGAS inh | NPYLR7 ag | mcGAS inh
CCC1(C)NC(=O)N(CC(=O)Nc2nc3ccc(Cl)cc3s2)C1=O (stereo not given) | -2 | 9 | nt
CCCCCCc1ccc(C(=O)N(C)CCc2ccc(OC)c(OC)c2)cc1 | -4 | -4 | -6
CCn1ccnc1CNC(=O)c1cc(Cn2ccc3ccccc32)[nH]n1 | -10 | 19 | nt
Cc1nc2ccc(C(=O)NCCc3ccccn3)cn2c1N(C)C(=O)CCc1ccccc1 | -7 | 10 | -2
Cc1c[nH]c(=O)n1-c1ccc(C(=O)OC(C)c2c(F)cccc2F)cc1 (stereo not given) | -9 | 1 | -11
CN(C)CCc1c[nH]c2ccc(C[C@H]3COC(=O)N3)cc12 | -2&-2 | -2&4 | nt
OCCC1CN(Cc2cccc(-n3cccn3)c2)CCN1Cc1cccs1 (stereo not given) | -3 | 8 | -9
Clc1ccccc1-c1nnc(SCc2ccccn2)n1-c1ccccc1Cl | -9 | 9 | -7
CCC(C(=O)N1CCN(C(=O)CSc2nnc(-c3ccco3)n2-c2ccc(OC)cc2)CC1C)c1ccccc1 (stereo not given) | -6 | 24 | -6
COc1cc2c(cc1OC)C1CN(C(=S)Nc3ccc4c(c3)OCO4)CC(=O)N1CC2 (stereo not given) | -13 | 21 | -6
CN(C)CCCN1c2ccccc2Sc2ccc(C(F)(F)F)cc21 | -3&1&-2&7 | 9&0&-1&2 | -6&-4
C/C(Nc1ccc(Cl)cc1Cl)=C1/CCOC1=O | -5 | 10 | nt
CCOC(=O)c1sc(-c2cccc(Br)c2)cc1N | -10 | -1 | -14
COc1ccccc1-c1cc(CN(Cc2ccccc2)C(=O)NC(C)C)no1 | -8 | nt | -6
Cc1ccc(CNC(=O)C(C)N(C)Cc2sccc2C)cc1 (stereo not given) | -3 | 10 | nt
COC(=O)CCC(=O)NNC(=O)c1cccc([N+](=O)[O-])c1 | -6 | 7 | -5
COCCCNC(=O)C(C)NC1CCCN(c2cccnn2)C1 (stereo not given) | -4 | -4 | nt
COc1ccc(CCc2nnc(CCC(=O)NC(C)(C)C)o2)cc1 | -1 | -2 | nt
CSc1nnc2c(n1)OC(c1c(C)nn(-c3ccccc3)c1Cl)Nc1ccccc1-2 (stereo not given) | -4 | -8 | -5
CCc1cc(N(C)Cc2ccccc2)nc(SCc2ccc(C(=O)NCc3ccc4c(c3)OCO4)cc2)n1 | -4 | 3 | -6
CNC(=O)c1ccccc1NC(=O)c1ccc(C)c(Br)c1 | -5 | 3 | nt
Cc1[nH]n(-c2nc(-c3ccc(Br)cc3)cs2)c(=O)c1N=Nc1cccc(CO)c1 | -7 | 29 | -7
Cc1ccc2nc(N(Cc3cccnc3)C(=O)c3ccn(C)n3)sc2c1 | -1 | nt | -6
Cc1cc(I)ccc1N | 1 | 3 | nt
OC(COCc1ccccc1)CN(Cc1ccco1)Cc1ccc(F)cc1F (stereo not given) | -3 | 12 | -4
Cc1ccc(Cn2cnc3c(cnn3CCNC(=O)c3ccc(S(=O)(=O)N(C)C)cc3)c2=O)cc1 | -2 | -5 | 0
COc1ccc(OCCN2CCC(C(=O)NC(c3ccccc3)c3cnccn3)CC2)cc1 (stereo not given) | 4 | 1 | 3
CSc1nnc2c(n1)OC(c1ccccc1)Nc1ccccc1-2 (stereo not given) | -8 | 1 | -3
C#CC1(OCC(O)CNC(C)C)CCCCC1 (stereo not given) | -7 | -1 | -9
CC(C)(C)c1ccc(CN2CCN(c3cc(N)nc(N)n3)CC2)cc1 | -5 | 14 | nt
